Rab2 wt GTP = modulators of GTP binding to Rab2A wildtype, primary screen, biochemical, dog, bead-based flow cytometry, multiplex. GTP binding activity, % at 10 µM. 0.19% of 190,000 active. GST-Rab2 wt beads, Bodipy-GTP binding. AID 760, 2007. Ras-related protein Rab-2A (Canis lupus familiaris), P61105;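 active = GTP binding activity at least 20 points away from 100%, either lowered or raised; inconclusive = signal likely due to the compound's own green fluorescence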;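 note: 0% = beads with excess unlabeled GTP and 100% = no-compound control corrected for plate trend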
ABCG2 inh = ABCG2 efflux pump inhibitors, primary screen, multiplex with ABCB1, IgMXP3 cells, flow cytometry | Broad substrate specificity ATP-binding cassette transporter ABCG2 (Homo sapiens), Q9UNQ0 | AID 1325, 2008 | 0.1% of 190,000 active | inhibition, % at 6.6 µM | JC-1 efflux;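 active = inhibition above 80%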;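 note: 0% = DMSO and 100% = nicardipine control wells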
Target sequence (Q9UNQ0 whole entry, looked up): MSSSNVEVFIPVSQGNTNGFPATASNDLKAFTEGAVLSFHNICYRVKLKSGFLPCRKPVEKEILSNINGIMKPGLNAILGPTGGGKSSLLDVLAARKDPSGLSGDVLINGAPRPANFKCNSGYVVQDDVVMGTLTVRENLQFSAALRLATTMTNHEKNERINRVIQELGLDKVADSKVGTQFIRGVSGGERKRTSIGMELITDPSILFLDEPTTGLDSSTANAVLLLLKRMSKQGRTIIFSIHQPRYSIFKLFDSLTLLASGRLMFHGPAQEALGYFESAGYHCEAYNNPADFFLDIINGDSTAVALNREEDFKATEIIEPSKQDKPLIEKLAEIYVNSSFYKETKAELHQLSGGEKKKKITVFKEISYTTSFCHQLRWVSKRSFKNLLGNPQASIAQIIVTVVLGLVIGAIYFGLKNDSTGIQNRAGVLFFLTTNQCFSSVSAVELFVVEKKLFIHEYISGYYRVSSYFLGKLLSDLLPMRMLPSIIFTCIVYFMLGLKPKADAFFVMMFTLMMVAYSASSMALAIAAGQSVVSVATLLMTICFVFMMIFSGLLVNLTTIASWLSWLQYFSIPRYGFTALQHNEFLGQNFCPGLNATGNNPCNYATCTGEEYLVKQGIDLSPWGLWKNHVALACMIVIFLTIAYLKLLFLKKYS
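material = IgMXP3 (ABCG2) plus far-red-tagged CCRF-Adr (ABCB1) cells | amount = 3 million cells/mL, equal mix of both lines | also added = JC-1 transporter substrate | dosing = one concentration, 6.6 µM final | schedule = 10 min at 25 °C | measured by = flow cytometric JC-1 green MFI at 530 nm | read-out basis = percent efflux inhibition, scaled nicardipine 100% to DMSO 0%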
Rab7 wt GTP bind = modulators of GTP binding to Rab7, primary screen, biochemical, wildtype, multiplex bead flow cytometry; GST-Rab7 beads, fluorescent GTP binding; actives lie on both sides; untreated = 100%, excess cold GTP = 0%; GTP binding activity (percent of control), % at 10 µM; 0.055% of 190,000 active; AID 758, 2007;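 active = fluorescent GTP binding to Rab7 beads changed by at least 20 points from the 100% baseline, either direction, mostly lower; inconclusive = compound itself probably fluorescent, or too few beads counted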;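 note: median green fluorescence of bound Bodipy-FL-GTP per Rab7 bead population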
Rac1 mut GTP = GTP binding modulators of activated mutant Rac1, primary screen, biochemical, bead-based flow cytometry, multiplex, fluorescent GTP; GST-Rac1 activated beads; actives lie on both sides; 100% means binding = to untreated wells; percent activity (GTP binding), % at 10 µM; 0.11% of 190,000 active;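 active = GTP binding at least 20 percentage points away from the 100% baseline, in either direction, so actives lie on both sides; inconclusive = Compound likely fluorescent itself, or too few beads counted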
Avidin fluor = green autofluorescence of compounds with avidin beads – biophysical, 488/530 nm, flow cytometry, artefact control, profiling panel; compound fluorescence 488/530 nm; active compounds read high; fluorescence (KMESF) at 10 µM; 0.38% of 220,000 active; AID 1775, 2009; in the data active = fluorescence above about 47; note: inactives centre near 10
Rac1 wt GTP bind = wildtype Rac1 GTP binding modulators, primary screen, biochemical, GST-Rac1 beads, flow cytometry, multiplex. GTP binding activity (% of control), % at 10 µM. Ras-related C3 botulinum toxin substrate 1 (Homo sapiens), P63000. fluorescent GTP binding; actives lie on both sides; 0 = cold GTP competed, 100 = untreated. 0.27% of 190,000 active;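 active = GTP binding activity at least 20 points away from the 100% control level, either lower or higher; inconclusive = compound flagged as likely green fluorescent, judged across all proteins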
Pf gamet viab = late stage P. falciparum gametocyte viability inhibitors, primary screen, ATP luminescence, HTS | AID 743093, 2013 | inhibition, % at 10.9 µM | P. falciparum stage V gametocytes, 24 h | 0.065% of 150,000 active;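 active = inhibition above the mean plus 3 SD of compounds within the control limits, set per campaign, cut at about 38% in these data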;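 note: 0% = DMSO wells and 100% = medium only without gametocytes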
Cdc42 wt = modulators of GTP binding to wildtype Cdc42, primary screen, biochemical, multiplex bead flow cytometry, Bodipy-GTP; GST-Cdc42 beads; actives lie on both sides; 0.2% of 190,000 active; percent activity (GTP binding), % at 10 µM; Cell division control protein 42 homolog (Homo sapiens), P60953; AID 761, 2007;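 active = percent activity GTP binding at least 20 points away from the 100% baseline, either down as inhibitor or up as activator; inconclusive = compound flagged as likely green fluorescent from well-wide comparison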;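 note: median bead fluorescence of bound Bodipy-FL-GTP at 100 nM; 0% = excess unlabeled GTP control and 100% = no compound control; below 100% means less GTP binding so inhibitor and above means activator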
Target sequence (P60953 whole entry, looked up): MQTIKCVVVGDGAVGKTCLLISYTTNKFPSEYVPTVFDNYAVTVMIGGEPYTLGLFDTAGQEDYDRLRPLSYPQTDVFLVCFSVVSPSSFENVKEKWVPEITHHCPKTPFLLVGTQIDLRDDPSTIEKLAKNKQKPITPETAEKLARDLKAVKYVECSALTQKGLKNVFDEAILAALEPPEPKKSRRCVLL
Mcl1-Noxa inh = Mcl-1/Noxa binding inhibitors, primary screen, biochemical, TR-FRET, 1536-well; AID 1022, 2008; Induced myeloid leukemia cell differentiation protein Mcl-1 (Homo sapiens), Q07820; 1.5% of 220,000 active; TR-FRET Mcl-1/Noxa peptide binding, 2 h; inhibition, % at 21.7 µM;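 active = compounds that cut the protein-peptide binding signal by more than 50% relative to plate controls in a single-dose test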;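 note: His-tagged Mcl-1 with rhodamine Noxa BH3 peptide and terbium anti-His antibody; 0% = Mcl-1 plus Noxa peptide wells and 100% = peptide-only wells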
HRas wt GTP = modulators of GTP binding to HRas wildtype, primary screen, biochemical, bead-based flow cytometry, multiplex | GTPase HRas (Homo sapiens), P01112 | GST-Ras wt beads, Bodipy-FL-GTP binding; actives lie on both sides | GTP binding activity, % at 10 µM | 0.14% of 190,000 active | AID 759, 2007;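 active = GTP binding activity at least 20% away from the 100% baseline, either lowered as inhibitor or raised as activator; inconclusive = flagged as likely green fluorescent, judged across all proteins in the well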;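 note: 0% = unlabeled GTP competition control and 100% = no-compound control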
Target sequence (P01112 whole entry, looked up): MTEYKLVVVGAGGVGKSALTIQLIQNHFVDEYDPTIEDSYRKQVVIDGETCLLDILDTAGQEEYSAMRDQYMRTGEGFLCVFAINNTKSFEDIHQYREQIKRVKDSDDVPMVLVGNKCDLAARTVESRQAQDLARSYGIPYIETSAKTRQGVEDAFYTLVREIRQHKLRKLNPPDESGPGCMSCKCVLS
ABCB1 block = ABCB1 efflux pump inhibitors, primary screen, cell-based, multiplex, flow cytometry, ABCG2 counter-screen; 0.067% of 190,000 active; inhibition, % at 6.6 µM; CCRF-Adr cells, JC-1 efflux; ATP-dependent translocase ABCB1 (Homo sapiens), P08183; in the data active = inhibition above about 40%;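 note: 0% = vehicle and 100% = reference inhibitor; higher value means more JC-1 retained so stronger ABCB1 efflux block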
The depositor's hits bear a star; u = inconclusive; x = not tested or not shown.

SMILES	Rab2 wt GTP	ABCG2 inh	Rab7 wt GTP bind	Rac1 mut GTP	Avidin fluor	Rac1 wt GTP bind	Pf gamet viab	Cdc42 wt	Mcl1-Noxa inh	HRas wt GTP	ABCB1 block
C=CCSc1nnc2c(n1)OC(c1ccccn1)N(C(C)=O)c1ccccc1-2 (stereo not given)	101.0	9.0	98.0	102.0	215*	106.0	8.4	102.0	-12.1	102.0	0.5
CCn1c(SCC(=O)Nc2ccc3c(c2)OCCO3)nnc1-c1ccco1	92.0	17.9	92.0	94.0	11	90.0	-26.6	96.0	x	94.0	1.0
Cc1ccc(SCCCn2cncn2)cc1	99.0	-3.4	98.0	95.0	12	100.0	x	97.0	13.7	99.0	-0.1
Cc1ccccc1CSc1nc2[nH]ncc2c(=O)[nH]1	97.0	8.6	95.0	99.0	12	99.0	-11.7	99.0	2.8	99.0	0.4
O=C(CN1CCN(c2ccc(F)cc2)CC1)NCc1cccs1	101.0	0.0	100.0	94.0	5	100.0	0.9	100.0	13.5	100.0	0.4
Cc1nn(-c2ccccc2)c(Cl)c1C1C(C#N)=C(N)Oc2n[nH]c(C)c21 (stereo not given)	100.0	1.1	97.0	99.0	6	102.0	11.7	102.0	17.5	101.0	0.4
O=C(NC(=S)Nc1ccc(S(=O)(=O)N2CCCC2)cc1)C1CCC1	98.0	-2.3	102.0	101.0	6	105.0	x	102.0	-1.1	101.0	-0.2
COC(=O)CNC(=O)C(Cc1c[nH]c2ccccc12)NC(=O)OC(C)(C)C (stereo not given)	100.0	0.3	103.0	98.0	4	103.0	-25.5	101.0	-8.2	101.0	0.2
COc1cc(C2Nc3cccc4cccc(c34)N2)cc(OC)c1O	94.0	28.4	92.0	94.0	17	96.0	x	102.0	99.7*	95.0	-0.5
COc1ccc(CN(CC2CCCO2)C(=O)CN2C(=O)C(C)Oc3ccc(C)cc32)cc1OC (stereo not given)	102.0	0.3	103.0	98.0	21	104.0	3.6	102.0	1.8	103.0	1.6
COc1cc(S(=O)(=O)N2CCN(C)CC2)c(OC)cc1Br	104.0	-0.7	99.0	102.0	14	105.0	-16.8	106.0	7.5	104.0	-0.5
CCOc1ccccc1NC(=O)C1CCN(S(=O)(=O)c2cccc3cccnc23)CC1	97.0	-4.0	102.0	99.0	12	101.0	x	101.0	-5.8	99.0	-2.1
COc1ccc(S(=O)(=O)NC(N)=NCCc2ccccc2)cc1	95.0	9.0	97.0	93.0	10	95.0	x	94.0	19.1	97.0	2.0
CC(=O)NC(NC(C)=O)c1ccc(N(C)C)cc1	103.0	-0.6	95.0	100.0	7	105.0	-9.3	104.0	24.1	101.0	0.4
Cc1cnc(NC(=O)Cc2c[nH]c3ccccc23)s1	95.0	-0.1	98.0	94.0	36	97.0	x	97.0	-3.1	98.0	0.1
Cc1noc(C)c1C(=O)Nc1sc2c(c1C(N)=O)CCC2	99.0	9.4	99.0	96.0	6	100.0	0.7	95.0	18.7	97.0	0.7
Cc1c(C(=O)OCCN2CCCCC2)oc2ccccc12	102.0	1.7	99.0	98.0	14	106.0	24.1	101.0	10.9	102.0	0.7
N/C(=N/OCc1cccc([N+](=O)[O-])c1)c1nonc1N	104.0	2.1	99.0	101.0	7	103.0	-18.0	101.0	6.8	104.0	-0.1
Cc1cc(C(F)(F)F)nc(SCC(=O)NC2=NC(=O)C(C)S2)n1 (stereo not given)	u	1.2	u	u	16	u	x	u	35.5	u	0.5
COc1cc(CNCc2ccccn2)ccc1OCC(=O)NC(C)(C)C	99.0	13.9	95.0	96.0	7	103.0	-9.4	100.0	16.5	98.0	0.4
NC(=O)c1nn(-c2ccccc2)nc1NC(=O)CSc1nnnn1-c1ccc(Cl)cc1	99.0	-13.0	95.0	98.0	6	102.0	6.2	99.0	5.3	97.0	-3.5
CC[N+]1(CC)CC2=Cc3c(ccc4ccccc34)CC2C1 (stereo not given)	102.0	-0.6	100.0	98.0	9	102.0	x	99.0	1.6	98.0	-0.1
CCOC(=O)c1ccc(NC(=S)N2CCCC2c2ccc(OC)c(OC)c2)cc1 (stereo not given)	99.0	43.4	98.0	96.0	10	96.0	9.7	94.0	7.5	95.0	1.7
Nc1nonc1-c1noc(-c2ccc(Br)o2)n1	100.0	0.9	98.0	97.0	9	103.0	x	100.0	7.4	99.0	-0.2
CC(C)(C)c1ccccc1OCCOCCSc1ncccn1	104.0	5.7	102.0	100.0	17	104.0	x	100.0	18.3	101.0	-0.5
O=C(/C=C/c1cccc([N+](=O)[O-])c1)NC1CC2CCC1C2 (stereo not given)	102.0	27.7	100.0	100.0	11	103.0	19.9	100.0	16.0	101.0	1.0
O=C(c1ccc2c(c1)OCCO2)N1CCCCC1	95.0	3.1	93.0	95.0	11	95.0	x	97.0	5.9	96.0	0.0
O=C(NCc1ccco1)c1cccc(C(F)(F)F)c1	92.0	1.2	95.0	94.0	20	98.0	20.3	93.0	9.3	95.0	-0.1
Cc1ccc(C(=O)Oc2ccc(C(=O)COC(=O)c3cnccn3)cc2)cc1	99.0	2.5	103.0	97.0	16	96.0	-22.7	99.0	13.8	97.0	0.7
CCc1cccc(CC)c1NC(=O)CN1C2CCCC1CC(NC(=O)Nc1cccc(OC)c1)C2 (stereo not given)	94.0	13.6	93.0	96.0	9	97.0	15.0	93.0	-1.8	95.0	2.0
Cc1nc2ccccc2c(=O)n1NC(=O)c1ccco1	100.0	1.4	94.0	98.0	22	104.0	-5.7	102.0	17.7	100.0	0.7
CC1CCN(C(=O)CN2C(=O)c3cccc4cccc(c34)C2=O)CC1	94.0	0.7	95.0	96.0	23	98.0	-3.8	96.0	15.6	95.0	0.6
Cn1cc([N+](=O)[O-])c(C(=O)Nc2ccc(Br)cn2)n1	95.0	2.7	96.0	97.0	5	99.0	x	97.0	5.5	97.0	0.1
COCC(C)NC(=O)COc1nncc2ccccc12 (stereo not given)	96.0	0.2	95.0	94.0	12	94.0	-6.5	95.0	-7.2	93.0	0.3
CC1CCc2c(sc(Nc3nc4c(F)cccc4s3)c2C(N)=O)C1 (stereo not given)	99.0	-11.5	101.0	97.0	13	100.0	-23.4	99.0	101.3*	99.0	-1.1
CC(C)(C)n1nnnc1C(c1cccs1)N1CCN(Cc2ccccc2)CC1 (stereo not given)	103.0	2.8	98.0	102.0	11	104.0	-27.5	103.0	-6.0	100.0	1.8
COc1ccc(CN2CCN(S(=O)(=O)c3ccc(C)cc3)CC2)cc1Br	102.0	3.0	105.0	98.0	7	105.0	16.6	101.0	-6.3	105.0	0.4
CC(C)c1onc(C(=O)N2C(C)CCCC2C)c1[N+](=O)[O-] (stereo not given)	98.0	0.3	97.0	99.0	3	102.0	-7.2	104.0	7.7	100.0	-0.1
CC(c1ccco1)N(C(=O)c1ccccc1NS(=O)(=O)c1ccc(Cl)c([N+](=O)[O-])c1)c1ccccn1 (stereo not given)	92.0	-2.0	95.0	94.0	10	98.0	3.3	97.0	14.0	97.0	0.1
O=C(Nc1nnc(-c2ccc(Cl)cc2)o1)NC1CCCCC1	98.0	0.6	101.0	97.0	37	101.0	-3.7	102.0	14.7	100.0	0.0

Individual results from the entries so far.
CC(C)c1onc(C(=O)N2C(C)CCCC2C)c1[N+](=O)[O-] (stereo not given) – ABCB1 block = -0.1
CC(C)(C)n1nnnc1C(c1cccs1)N1CCN(Cc2ccccc2)CC1 (stereo not given) – Rac1 mut GTP = 102.0

Following part:
SMILES	Rab2 wt GTP	ABCG2 inh	Rab7 wt GTP bind	Rac1 mut GTP	Avidin fluor	Rac1 wt GTP bind	Pf gamet viab	Cdc42 wt	Mcl1-Noxa inh	HRas wt GTP	ABCB1 block
NS(=O)(=O)c1ccc(CCNC(=O)Nc2ccc(Cl)c(Cl)c2)cc1	98.0	0.2	100.0	98.0	5	103.0	-8.7	102.0	4.1	100.0	0.0
Cc1nn(Cc2c(F)cccc2Cl)c(C)c1[N+](=O)[O-]	93.0	7.6	94.0	92.0	7	98.0	-7.8	95.0	7.8	96.0	3.1
Cc1ccccc1OCCCSc1nc2ccccc2[nH]1	98.0	14.9	98.0	98.0	3	100.0	-5.4	97.0	8.9	97.0	0.8
CCOC(=O)C1=C(C)OC(N)=C(C#N)C1c1cc(F)ccc1F (stereo not given)	101.0	3.5	101.0	98.0	10	100.0	-8.7	101.0	4.5	101.0	0.4
CCCCn1c(/C=N/Nc2nc3ccccc3[nH]2)nc2ccccc21	95.0	-0.5	97.0	100.0	15	101.0	11.3	101.0	-40.1	97.0	-0.3
COc1ccc(CN2CCN(c3ccccn3)CC2)cc1OCc1ccccc1	103.0	1.8	104.0	102.0	40	110.0	-2.4	107.0	7.7	103.0	0.9
O=C(N/C(C(=O)N1CCOCC1)=C(\Sc1ncccn1)c1ccccc1)c1ccccc1	101.0	0.6	99.0	102.0	18	102.0	-3.6	99.0	7.5	102.0	0.4
CN(Cc1ccccc1)S(=O)(=O)c1ccccc1[N+](=O)[O-]	100.0	6.3	105.0	96.0	2	100.0	-4.9	97.0	0.9	99.0	0.8
COc1ccc(/C(C)=C(\C#N)C(=O)OC(C)C)cc1OC	97.0	0.0	97.0	95.0	x	98.0	x	98.0	0.7	99.0	-0.3
CS(=O)(=O)Nc1nnc(Cc2ccccc2)s1	99.0	6.8	97.0	101.0	31	107.0	-14.7	105.0	4.2	101.0	0.8
Cc1c(O)nc(SCC(=O)Nc2ccc3c4c(cccc24)CC3)n(-c2ccc(F)cc2)c1=O	88.0	0.2	92.0	86.0	13	80.0	-1.9	87.0	32.7	90.0	-0.4
O=C1N/C(=N\N=C\c2ccc3ncccc3c2)SC1Cc1ccc(SC(F)F)cc1 (stereo not given)	100.0	1.9	101.0	96.0	8	107.0	0.1	99.0	12.7	99.0	0.2

Screens deposited in PubChem BioAssay by several laboratories.
